D1 antag = antagonists of human D1 dopamine receptor | P21728 | HEK293 TREx D1 cells, calcium flux, dopamine EC80; active compounds read low | activity change, negative = inhibition, % at 10 µM | actives 3.2% (n = 360,000) | AID 504652; in the data active = activity change below about -30%; also: % is scaled to controls: 0 for no effect and ±100 for the full control effect
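Allosteric or orthosteric antagonism assessed as attenuation of the calcium response to EC80 dopamine, added 180 s after compound, in induced HEK293 Trex D1 cells loaded with no-wash calcium dye.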
TRHR enhancer = allosterically enhances the human TRH receptor. actives 0.66% (n = 360,000). enhancement, % at 2 µM. P34981. TRHR cells, fluo-8 calcium fluorescence, EC20 TRH enhancement; in the data active = enhancement above about 30%; also: 0% is about no effect
Target sequence (P34981 whole entry, looked up): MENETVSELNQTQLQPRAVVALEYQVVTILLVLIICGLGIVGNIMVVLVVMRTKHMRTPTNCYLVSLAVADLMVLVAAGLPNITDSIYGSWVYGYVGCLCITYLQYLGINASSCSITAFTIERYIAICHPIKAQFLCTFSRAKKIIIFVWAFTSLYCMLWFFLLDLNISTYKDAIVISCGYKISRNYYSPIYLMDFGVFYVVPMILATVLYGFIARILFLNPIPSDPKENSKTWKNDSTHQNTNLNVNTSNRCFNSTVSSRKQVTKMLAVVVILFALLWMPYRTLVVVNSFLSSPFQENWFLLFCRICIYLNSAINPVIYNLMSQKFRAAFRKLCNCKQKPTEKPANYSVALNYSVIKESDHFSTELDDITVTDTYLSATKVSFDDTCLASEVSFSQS
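Enhancer read-out: after compound pinning and an initial kinetic agonist-mode read, an EC20 of TRH (10 nM final) was injected and fluo-8 calcium signal (Ex 480/Em 530) followed at 1 s/cycle for 100 cycles in TRHR-expressing cells.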
D2 potentiator = positively modulates the human D2 dopamine receptor allosterically; AID 485347; P14416; actives 0.34% (n = 340,000); potentiation, % at 10 µM; HEK293 T-REx D2, calcium flux, EC20 dopamine potentiation;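 active = potentiation over 3 SD above the plate norm, cut at about 30% in these data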; also: 0% is about no effect
Target sequence (P14416 whole entry, looked up): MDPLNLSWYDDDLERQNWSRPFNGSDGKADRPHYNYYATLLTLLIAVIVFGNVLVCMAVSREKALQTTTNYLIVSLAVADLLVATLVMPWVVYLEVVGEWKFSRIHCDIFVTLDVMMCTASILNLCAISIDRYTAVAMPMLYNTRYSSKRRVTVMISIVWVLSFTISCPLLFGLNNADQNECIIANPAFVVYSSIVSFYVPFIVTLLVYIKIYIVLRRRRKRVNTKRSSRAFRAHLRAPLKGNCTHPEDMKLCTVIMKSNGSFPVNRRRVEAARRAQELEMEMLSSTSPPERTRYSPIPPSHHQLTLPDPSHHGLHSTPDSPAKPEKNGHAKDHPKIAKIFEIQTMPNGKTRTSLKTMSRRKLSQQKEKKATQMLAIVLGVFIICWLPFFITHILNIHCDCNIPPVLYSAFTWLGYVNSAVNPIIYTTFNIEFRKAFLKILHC
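Using a no-wash calcium dye in inducible, force-coupled HEK293 Trex cells expressing D2, we tracked fluorescence each second for 180 s after compound, then for 180 s after EC20 dopamine to detect augmented signalling.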
TRHR agonist = activates the human TRH receptor; AID 493084; TRHR cells, calcium flux fluo-8, FDSS agonist mode; actives 0.18% (n = 360,000); P34981; activation, % at 2 µM; also: 0% is about no effect
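Read-out: compound-evoked intracellular calcium rise in TRHR cells, fluo-8 dye, kinetic FDSS fluorescence at 1 s/cycle following a 10-cycle baseline. Cells cultured overnight before dye loading (30 min–1.5 h, RT).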
D1 ag = human D1 receptor agonism; P21728; actives 1% (n = 360,000); HEK293 T-REx D1 cells, calcium flux, agonist mode; activation, % at 2 µM; AID 504660; also: 0% is about no effect
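Tetracycline-induced HEK293 TREx D1 cells, force-coupled to calcium signalling, were dye-loaded with a no-wash calcium kit. Compound was pin-added after a 10 s baseline. Fluorescence was read kinetically at 1 cycle/s for 180 s, with calcium rises flagged as agonism.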
D2 agonist = D2 dopamine receptor (human) agonism; P14416; activation, % at 2 µM; HEK293 T-REx D2 cells, calcium flux agonist mode; AID 485358; actives 0.53% (n = 340,000);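 active = activation over 3 SD above normal in the single-dose calcium agonist read, cut at about 30% in these data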; also: 0% is about no effect
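In this primary screen, compounds producing a positive calcium signal within 180 s of addition to tetracycline-induced, force-coupled HEK293 Trex D2 cells are flagged; cells are dye-loaded with a no-wash calcium kit beforehand.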
D2 antagonist = antagonists of human D2 dopamine receptor; P14416; HEK293 TREx D2 cells, calcium flux, dopamine EC80; inhibition, % at 10 µM; actives 2% (n = 340,000); AID 485344; in the data active = inhibition above about 30%; also: 0% is about no effect
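Measurement of antagonist activity uses fluorescent calcium dye in inducible HEK293 T-REx D2 cells: 10 s baseline, compound addition with 180 s read, EC80 dopamine addition with a further 180 s read.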
D1 potentiator = enhances dopamine response at the human D1 receptor; P21728; HEK293 TREx D1 cells, calcium flux, dopamine EC20 potentiation; potentiation, % at 10 µM; actives 0.036% (n = 360,000); in the data active = potentiation above about 30%; also: 0% is about no effect
RXFP1 antag = blocks the human relaxin receptor RXFP1. activity change, negative = inhibition, % at 57.5 µM. actives 0.59% (n = 350,000). Q9HBX9. HEK293-RXFP1, relaxin-stimulated cAMP HTRF, 30 min; active compounds read low;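 active = activity change of -60% or lower, but not beyond a set lower limit; inconclusive = change between -60% and -40%, or beyond the set limit; inactive = change above -40%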; also: % is scaled to controls: 0 for no effect and ±100 for the full control effect
* marks the source's active call; other numbers are inactive results; & = joins results of further samples. Rule as the data show it, unless noted: active = activation above about 30%; inactive = the rest.

Results for COc1ccc(C(CNC(=O)c2cccc(S(=O)(=O)N3CCOCC3)c2)N2CCCC2)cc1 (stereo not drawn) ?
D1 antag: 3; TRHR enhancer: 6; D2 potentiator: -13; TRHR agonist: 0.0; D1 ag: -1; D2 agonist: -0.6; D2 antagonist: 23; D1 potentiator: -2; RXFP1 antag: -5

How did Nc1nnc(SCC(=O)Nc2cccc(Cl)c2)s1 do in these assays?
D1 antag: 5; TRHR enhancer: -2; D2 potentiator: -1; TRHR agonist: 0.1; D1 ag: 7; D2 agonist: -2.2; D2 antagonist: 7; D1 potentiator: -2; RXFP1 antag: 7

How did COc1ccc(C)cc1NC(=O)C1CCCN1S(=O)(=O)c1ccccc1F (stereo not drawn) do in these assays?
D1 antag: 6; TRHR enhancer: 9; D2 potentiator: -5; TRHR agonist: -0.5; D1 ag: 0; D2 agonist: -0.2; D2 antagonist: 0; D1 potentiator: -1; RXFP1 antag: 1

How did CCC(Cn1nnc2ccccc2c1=O)NC(=O)Nc1ccccc1OC (stereo not drawn) do in these assays?
D1 antag: -6; TRHR enhancer: -18; D2 potentiator: 8; TRHR agonist: -1.2; D1 ag: 3; D2 agonist: 0.2; D1 potentiator: 4

What do the screens show for `O=S(=O)(N/N=C1/CC(c2ccccc2)Oc2ccccc21)c1ccc(Br)cc1` (stereo not drawn)?
D1 antag: -4; TRHR enhancer: 14; D2 potentiator: -7; TRHR agonist: 0.5; D1 ag: 2; D2 agonist: -0.1; D2 antagonist: 0; D1 potentiator: -1; RXFP1 antag: inconclusive

How did COc1cccc(C2C(C#N)=C(C)NC3=C2C(=O)CC(C)(C)C3)c1 (stereo not drawn) do in these assays?
D1 antag: 12; TRHR enhancer: 4; D2 potentiator: -13; TRHR agonist: -0.4; D1 ag: 2; D2 agonist: 0.4; D2 antagonist: 8; D1 potentiator: 0; RXFP1 antag: -3

Results for Cc1cc(C)c2c(CC(=O)NCCc3ccccc3)coc2c1 ?
D1 antag: 5; TRHR enhancer: 0; D2 potentiator: 2; TRHR agonist: -0.3; D1 ag: 0; D2 agonist: -0.2; D2 antagonist: -1; D1 potentiator: 1; RXFP1 antag: 5

What do the screens show for `Cc1ccc(OCC(=O)Nc2nnc(S(=O)(=O)N3CCc4ccccc43)s2)cc1`?
D1 antag: -11; TRHR enhancer: -4; D2 potentiator: 4; TRHR agonist: 0.0; D1 ag: 1; D2 agonist: -0.9; D1 potentiator: -3; RXFP1 antag: -30

Results for Cc1ccc(-c2cc(C(=O)N/N=C/c3ccc([N+](=O)[O-])o3)c3ccccc3n2)o1 ?
D1 antag: 27; TRHR enhancer: 7; D2 potentiator: 0; TRHR agonist: -0.4; D1 ag: -1; D2 agonist: 0.1; D2 antagonist: 17; D1 potentiator: 5; RXFP1 antag: -25

What do the screens show for `COc1cccc(CN2CCNC(=O)C2CC(=O)N(C)C2CCOCC2)c1` (stereo not drawn)?
D1 antag: -8; TRHR enhancer: -3; D2 potentiator: 1; TRHR agonist: 0.4; D1 ag: 2; D2 agonist: 0.1; D2 antagonist: -5; D1 potentiator: -3; RXFP1 antag: 12

What do the screens show for `CCOc1cccc(/C=N/NC(=O)c2cc(C3CC3)[nH]n2)c1O`?
D1 antag: 5; TRHR enhancer: 3; D2 potentiator: -12; TRHR agonist: -0.4; D1 ag: -1; D2 agonist: -0.4; D2 antagonist: 0; D1 potentiator: -1; RXFP1 antag: 6

How did COc1ccc(C)cc1NC(=O)CNc1ccccc1CN(C)C1CCCCC1 do in these assays?
D1 antag: -5; TRHR enhancer: 3; D2 potentiator: -9; TRHR agonist: -0.3; D1 ag: 1; D2 agonist: -2.7; D2 antagonist: 14; D1 potentiator: 9; RXFP1 antag: -7

Compounds from the list above that contain a furan ring, fused or not:
Results for Cc1cc(C)c2c(CC(=O)NCCc3ccccc3)coc2c1 ?
D1 antag: 5; TRHR enhancer: 0; D2 potentiator: 2; TRHR agonist: -0.3; D1 ag: 0; D2 agonist: -0.2; D2 antagonist: -1; D1 potentiator: 1; RXFP1 antag: 5

Results for Cc1ccc(-c2cc(C(=O)N/N=C/c3ccc([N+](=O)[O-])o3)c3ccccc3n2)o1 ?
D1 antag: 27; TRHR enhancer: 7; D2 potentiator: 0; TRHR agonist: -0.4; D1 ag: -1; D2 agonist: 0.1; D2 antagonist: 17; D1 potentiator: 5; RXFP1 antag: -25

The listing picks up, repeating the 2 entries before the break.
What do the screens show for `CCOc1cccc(/C=N/NC(=O)c2cc(C3CC3)[nH]n2)c1O`?
D1 antag: 5; TRHR enhancer: 3; D2 potentiator: -12; TRHR agonist: -0.4; D1 ag: -1; D2 agonist: -0.4; D2 antagonist: 0; D1 potentiator: -1; RXFP1 antag: 6

How did COc1ccc(C)cc1NC(=O)CNc1ccccc1CN(C)C1CCCCC1 do in these assays?
D1 antag: -5; TRHR enhancer: 3; D2 potentiator: -9; TRHR agonist: -0.3; D1 ag: 1; D2 agonist: -2.7; D2 antagonist: 14; D1 potentiator: 9; RXFP1 antag: -7

Results for CCn1c(CN2CCN(c3ccc(Cl)cc3)CC2)nc2ccccc21 ?
D1 antag: 12; TRHR enhancer: 0; D2 potentiator: -3; TRHR agonist: 0.1; D1 ag: 1; D2 agonist: 0.4; D2 antagonist: 24; D1 potentiator: 12; RXFP1 antag: -17

What do the screens show for `Cc1ccc(Cn2c(C)c(CNC(C)c3ccccc3)c(C(=O)O)c2C)cc1` (stereo not drawn)?
D1 antag: 15; TRHR enhancer: -2; D2 potentiator: 14; TRHR agonist: -2.5; D1 ag: 3; D2 agonist: 0.1; D1 potentiator: 0; RXFP1 antag: 6

What do the screens show for `c1ccc2c(c1)nc1n2CN(Cc2ccc3c(c2)OCO3)CN1`?
D1 antag: 2; TRHR enhancer: 0; D2 potentiator: 3; TRHR agonist: 0.2; D1 ag: 3; D2 agonist: 0.7; D2 antagonist: -6; D1 potentiator: -1; RXFP1 antag: 25

How did CCOc1ccc(CNC(=O)Cn2c(=O)c3cccn3c3ccc(F)cc32)cc1OC do in these assays?
D1 antag: 18; TRHR enhancer: 3; D2 potentiator: 9; TRHR agonist: 0.0; D1 ag: 10; D2 agonist: -0.3; D1 potentiator: 5; RXFP1 antag: -1

How did O=C(CN1C(=O)NC2(CCCc3ccccc32)C1=O)c1ccc(F)cc1 (stereo not drawn) do in these assays?
D1 antag: -15; TRHR enhancer: 4; D2 potentiator: -7; TRHR agonist: 1.6; D1 ag: 5; D2 agonist: 0.0; D2 antagonist: 3; D1 potentiator: -3; RXFP1 antag: 11

Results for COc1ccc(/C=C/C(=O)N2CCN(C)CC2)cc1OC ?
D1 antag: 8; TRHR enhancer: 8; D2 potentiator: 3; TRHR agonist: 0.0; D1 ag: 3; D2 agonist: -0.2; D2 antagonist: 3; D1 potentiator: -4; RXFP1 antag: -5

How did CCOc1cc2[nH]c(=O)n(CCCCC(=O)N3CCN(c4ccccc4OC)CC3)c(=O)c2cc1OCC do in these assays?
D1 antag: 14; TRHR enhancer: -2; D2 potentiator: -11; TRHR agonist: -0.7; D1 ag: 0; D2 agonist: 0.0; D1 potentiator: -3; RXFP1 antag: 1

How did CCC(C)NC(=O)CSC1=Nc2ccccc2C2=NC(CCC(=O)NCc3ccco3)C(=O)N12 (stereo not drawn) do in these assays?
D1 antag: -15; TRHR enhancer: -2; D2 potentiator: 1; TRHR agonist: -0.6; D1 ag: 0; D2 agonist: 0.4; D2 antagonist: -6; D1 potentiator: 0; RXFP1 antag: -4

Results for Cc1ccccc1OCC(=O)OCC(=O)NC1CCCCCC1 ?
D1 antag: -11; TRHR enhancer: -4; D2 potentiator: 20; TRHR agonist: -0.1; D1 ag: 2; D2 agonist: -0.1; D2 antagonist: 11; D1 potentiator: -4; RXFP1 antag: -2

Results for Cc1ccc(NC(=O)CN(C)C(=O)CSc2nnc(N)s2)cc1 ?
D1 antag: -27; TRHR enhancer: 4; D2 potentiator: 7; TRHR agonist: 0.4; D1 ag: 1; D2 agonist: 0.0; D2 antagonist: 1; D1 potentiator: 3; RXFP1 antag: 10

How did Cc1ccc(-c2csc(=S)n2CC(=O)OCC(=O)NC(C)C(C)C)cc1 (stereo not drawn) do in these assays?
D1 antag: 9; TRHR enhancer: -4; D2 potentiator: -2; TRHR agonist: -0.5; D1 ag: 0; D2 agonist: 0.4; D2 antagonist: 10; D1 potentiator: -2; RXFP1 antag: -11

What do the screens show for `CCN1CCN(C(c2ccccc2)c2nnnn2Cc2ccc3c(c2)OCO3)CC1` (stereo not drawn)?
D1 antag: 2; TRHR enhancer: -10; D2 potentiator: -12; TRHR agonist: 0.2; D1 ag: 2; D2 agonist: 0.5; D2 antagonist: -21; D1 potentiator: -4; RXFP1 antag: 2

What do the screens show for `CCN(CCCNC(=O)C1CCC(=O)N1Cc1ccc(F)cc1)c1cccc(C)c1` (stereo not drawn)?
D1 antag: 3; TRHR enhancer: -10; D2 potentiator: -6; TRHR agonist: -1.2; D1 ag: 5; D2 agonist: -1.3; D2 antagonist: 15; D1 potentiator: 5; RXFP1 antag: 1

Results for CCOC(=O)C1=C(CN2CCN(C(=O)OCC)CC2)NC(=O)NC1c1ccc2c(c1)OCO2 (stereo not drawn) ?
D1 antag: -9; TRHR enhancer: 0; D2 potentiator: 1; TRHR agonist: 0.0; D1 ag: 1; D2 agonist: -0.6; D2 antagonist: -5; D1 potentiator: -1; RXFP1 antag: 2

What do the screens show for `COc1ccc(N2CCN(CCNS(=O)(=O)c3ccc(C)cc3)CC2)cc1`?
D1 antag: 13; TRHR enhancer: 3; D2 potentiator: -35; TRHR agonist: -0.3; D1 ag: -1; D2 agonist: 0.9; D2 antagonist: 24; D1 potentiator: 0; RXFP1 antag: inconclusive

What do the screens show for `Cc1ccc(-c2nn3c(C)nnc3c3ccccc23)cc1S(=O)(=O)NC(C)(C)CO`?
D1 antag: 6&-16; TRHR enhancer: -8&-4; D2 potentiator: 8&-4; TRHR agonist: 0.4&0.6; D1 ag: 1&-1; D2 agonist: -1.1&0.6; D2 antagonist: 0; D1 potentiator: -4&-1; RXFP1 antag: 17&3

How did Cc1ccc(NC(=S)Nc2ccc3nc(-c4ccccn4)c(-c4ccccn4)nc3c2)cc1C do in these assays?
D1 antag: -11; TRHR enhancer: 0; TRHR agonist: 6.2; D1 ag: 25; D1 potentiator: 4

Results for COc1ccc(CNC(=O)CS(=O)Cc2nc(-c3ccccc3C)oc2C)cc1 (stereo not drawn) ?
D1 antag: -30; TRHR enhancer: -4; D2 potentiator: -3; TRHR agonist: -0.5; D1 ag: 0; D2 agonist: 0.2; D2 antagonist: -7; D1 potentiator: -2; RXFP1 antag: -7

Results for CNC(=O)COc1coc(CN2CCN(c3ccccc3)CC2)cc1=O ?
D1 antag: 2; TRHR enhancer: 9; D2 potentiator: 14; TRHR agonist: 1.0; D1 ag: 3; D2 agonist: 1.8; D2 antagonist: -8; D1 potentiator: -1; RXFP1 antag: 17

Results for CCOc1ccc(OCC)c(NC(=O)C2CCCN(S(=O)(=O)c3cccs3)C2)c1 (stereo not drawn) ?
D1 antag: -9; TRHR enhancer: -4; TRHR agonist: -0.1; D1 ag: 2; D1 potentiator: -2; RXFP1 antag: 1
